High-throughput results as filed in PubChem.
APJ agonist: activates the human apelin receptor APJ. P35414. CHO-K1 APJ PathHunter beta-arrestin, luminescence; 0% DMSO wells, 100% apelin. activation, % at 20 µM. hit rate 0.11% among 330,000. AID 2520;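 active means activation more than six SD over the plate average, tested at 20 µM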;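 further: 0% = DMSO alone and 100% = apelin-13 at 10 nM; some results filed as inactive read as strong as hits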
Target sequence (P35414 whole entry, looked up): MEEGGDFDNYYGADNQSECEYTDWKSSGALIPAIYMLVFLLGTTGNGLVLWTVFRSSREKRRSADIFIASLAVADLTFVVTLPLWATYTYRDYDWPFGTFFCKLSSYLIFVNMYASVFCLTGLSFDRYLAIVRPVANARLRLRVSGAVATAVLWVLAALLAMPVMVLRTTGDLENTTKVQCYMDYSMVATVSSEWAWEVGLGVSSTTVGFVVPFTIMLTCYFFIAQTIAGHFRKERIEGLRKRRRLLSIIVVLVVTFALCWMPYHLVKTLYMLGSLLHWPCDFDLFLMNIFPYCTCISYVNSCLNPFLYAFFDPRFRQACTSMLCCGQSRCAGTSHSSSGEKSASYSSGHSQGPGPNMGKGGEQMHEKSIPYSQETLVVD
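Assay system – PathHunter CHO-K1 APJ (AGTRL-1) beta-arrestin reporter cells · Compound – one dose, 20 µM compound, 1% DMSO · Timing – compound 90 min 25 °C, reagent 1 h · Measured by – luminescence from split beta-galactosidase complementation, Galacton Star/Emerald II substrate · Measure – beta-arrestin recruitment to APJ as agonist activity, luminescent signal · Benchmarks – DMSO vs Apelin-13 10 nM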
MPTP inh: blocks calcium-induced mitochondrial swelling | hit rate 1.4% among 360,000 | isolated mouse mitochondria, Ca2+ swelling absorbance, 30 min | inhibition, % at 10 µM | AID 602449;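 active means inhibition of 50% or more, scaled per plate between neutral and stimulator controls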;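 further: 0% = DMSO wells given calcium and 100% = 1 mM EGTA wells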
NALP3 yeast inh: NALP3 inhibition in yeast; Yeast reconstituted NLRP3/ASC/caspase-1, beta-gal luminescence, 24 h; inhibition, % at 10 µM; hit rate 0.39% among 330,000; AID 2825;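 active means inhibition of 50% or more; inactive means inhibition below 50%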;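 further: plate controls were induced DMSO wells for no effect and uninduced yeast grown without galactose for full effect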
MIN6 prolif: inducers of beta-cell replication in MIN6 cells | proliferation, % at 10 µM | MIN6 cells proliferation, ATPlite luminescence, 48 h; cells starved in 0.2% serum; 100% = growth in 10% serum | hit rate 0.29% among 330,000;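 active means compounds whose signal lies at least 3.5 SD above the mean of all wells on their plate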;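 further: 0% = DMSO-treated cells in low-serum medium and 100% = 10% serum control; some compounds called inactive have numbers as strong as hits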
TIM10 inh: growth inhibitors of TIM10 yeast strain. S. cerevisiae TIM10 strain growth, BacTiter-Glo luminescence, 24 h. inhibition, % at 10 µM. hit rate 1.4% among 330,000;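 active means inhibition of 40% or more at the single tested concentration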;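 further: wild-type TIM10 isogenic control strain grown at permissive 25 °C; 0% = DMSO yeast wells and 100% = minimal medium wells without yeast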
GRIN3A LBD mod: modulates the human NR3A ligand-binding domain; NR3A LBD differential scanning fluorimetry, Tm shift; 0% = protein alone, 100% = glycine-bound protein; Tm shift relative to glycine control, % at 25 µM; hit rate 2.5% among 340,000; AID 1259313;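 active means melting temperature shift of at least 10% of the positive control shift, at one fixed dose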
tim23-1 inh: growth inhibitors of tim23-1 mutant yeast. S. cerevisiae tim23-1 growth, BacTiter-Glo luminescence, 24 h. inhibition, % at 20 µM. hit rate 1.3% among 330,000;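 active means growth inhibition of the mutant yeast at or above 50%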;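 further: temperature-sensitive mutant grown at 25 °C; plate controls were DMSO-treated mutant yeast for no effect and medium wells lacking yeast for full effect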
tim10-1 inh: growth inhibitors of tim10-1 mutant yeast; inhibition, % at 20 µM; hit rate 2.2% among 330,000; S. cerevisiae tim10-1 ts strain growth, BacTiter-Glo, 24 h; AID 463190;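 active means inhibition of at least 40%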;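 further: mutant grown at 25 °C; 0% = DMSO wells with yeast and 100% = wells holding no yeast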
APJ antag: APJ receptor antagonism; P35414; inhibition, % at 20 µM; CHO-K1 APJ beta-arrestin complementation, luminescence; hit rate 0.32% among 330,000;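 active means inhibition above about 40% at 20 µM, limit read from the data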;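 further: cells challenged with 10 nM apelin-13 agonist together with compound; plate controls were apelin-13 plus DMSO wells for no effect and DMSO wells lacking apelin-13 for full effect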
The depositor's hits bear a star. Compounds as they come. About 7.2% of those tested had a hit in this group.

For CC1CCN(C(=O)NC(=O)c2ccccc2)CC1 the results were APJ agonist -3, MPTP inh 0.0, NALP3 yeast inh 11, MIN6 prolif -3, TIM10 inh 12, GRIN3A LBD mod 1, tim23-1 inh -13, tim10-1 inh -5 and APJ antag 3.
Screening O=C(NNc1c2ccccc2nc2ccccc12)C(O)c1ccccc1 (stereo unspecified) returned APJ agonist -5, MPTP inh 1.3, NALP3 yeast inh -2, MIN6 prolif 0, TIM10 inh 25, GRIN3A LBD mod -2, tim23-1 inh 4, tim10-1 inh 2 and APJ antag 7.
O=C(CSc1nc(=O)n2ccccc2n1)NCCc1ccccc1 was read as APJ agonist 1, MPTP inh 0.1, NALP3 yeast inh 4, MIN6 prolif 1, TIM10 inh -6, GRIN3A LBD mod 0, tim23-1 inh -16, tim10-1 inh -18 and APJ antag -5.
Screening CC(OC(=O)c1cc(Br)ccc1O)C(=O)NC1(C#N)CCCCC1 (stereo unspecified) returned APJ agonist 4, MPTP inh 4.0, NALP3 yeast inh 10, MIN6 prolif 3, TIM10 inh 2, GRIN3A LBD mod -3, tim23-1 inh 2, tim10-1 inh 11 and APJ antag 17.
For COc1ccccc1N=c1oc2cc(O)ccc2cc1C(=O)NCC1CCCO1 (stereo unspecified) the results were APJ agonist -7, MPTP inh 9.8, NALP3 yeast inh 18, MIN6 prolif 2, TIM10 inh 24, GRIN3A LBD mod -15, tim23-1 inh 15, tim10-1 inh 14 and APJ antag 26.
For CSc1ccccc1NC(=O)C1CC(c2c(F)cccc2Cl)=NO1 (stereo unspecified) the results were APJ agonist -6, MPTP inh 0.1, NALP3 yeast inh 33, MIN6 prolif -4, TIM10 inh 33, GRIN3A LBD mod 3, tim23-1 inh 47, tim10-1 inh 46* and APJ antag 14.
Screening CC1(c2nnc(-c3cccc(Cl)c3)o2)CC(c2ccccc2F)=NO1 (stereo unspecified) returned APJ agonist 1, MPTP inh 0.1, NALP3 yeast inh 42, MIN6 prolif -7, TIM10 inh -25, GRIN3A LBD mod 13*, tim23-1 inh 8, tim10-1 inh 12 and APJ antag -67.
Screening COc1ccc(C(=O)Nc2ccc(N3CCN(C)CC3)cc2)cc1OC returned APJ agonist -1, MPTP inh -0.3, NALP3 yeast inh 19, MIN6 prolif -2, TIM10 inh -9, GRIN3A LBD mod 1, tim23-1 inh 5, tim10-1 inh 4 and APJ antag 8.
`C/C(N)=C(/C#N)C(=O)COC(=O)CC12CC3CC(CC(C3)C1)C2` gave APJ agonist 4, MPTP inh -1.3, NALP3 yeast inh -4, MIN6 prolif -2, TIM10 inh 37, GRIN3A LBD mod -2, tim23-1 inh 10, tim10-1 inh 36 and APJ antag -6.
O=C(NCc1ccco1)C(=O)NCC1OCCN1S(=O)(=O)c1ccccc1 (stereo unspecified) was read as APJ agonist -5, MPTP inh -0.3, NALP3 yeast inh 5, MIN6 prolif 2, TIM10 inh -14, GRIN3A LBD mod 2, tim23-1 inh -11, tim10-1 inh -17 and APJ antag 20.
Cc1ccc(-n2c(=O)[nH]cc(C(=O)N3CCc4ccccc43)c2=O)cc1C was read as APJ agonist -3, MPTP inh -1.0, NALP3 yeast inh -5, MIN6 prolif 0, TIM10 inh -12, GRIN3A LBD mod -2, tim23-1 inh 0, tim10-1 inh 27 and APJ antag -9.
`COc1ccc(-n2c(=O)/c(=C\c3cccs3)s/c2=C(/C#N)C(=O)N2CCN(C)CC2)cc1` gave APJ agonist 3, MPTP inh -0.6, NALP3 yeast inh 9, MIN6 prolif -4, TIM10 inh 15, GRIN3A LBD mod -1, tim23-1 inh -5, tim10-1 inh 17 and APJ antag 8.
Screening CCCc1ccc2oc(C(=O)NCCc3nc(C(=O)OCC)cs3)c(C)c2c1 returned APJ agonist -4, MPTP inh -0.1, NALP3 yeast inh 23, MIN6 prolif -7, TIM10 inh 27, GRIN3A LBD mod 4, tim23-1 inh 37, tim10-1 inh 38 and APJ antag 0.
COc1ccccc1N(CC(=O)NC1CCCCC1)C(=O)c1csnn1 was read as APJ agonist -9, MPTP inh 1.1, NALP3 yeast inh 1, MIN6 prolif 1, TIM10 inh 10, GRIN3A LBD mod 1, tim23-1 inh 10, tim10-1 inh 8 and APJ antag 4.
For CCOC(=O)c1c(NC(=S)NNS(=O)(=O)c2ccc(Br)cc2)sc2c1CCCCC2 the results were APJ agonist 2, MPTP inh 48, NALP3 yeast inh 28, MIN6 prolif -7, TIM10 inh 39, GRIN3A LBD mod -9, tim23-1 inh 25, tim10-1 inh 37 and APJ antag -19.
N#C/C(=N\Nc1ccc(S(=O)(=O)N2CCCCCC2)cc1)C(N)=S was read as APJ agonist -7, MPTP inh 96*, NALP3 yeast inh 11, MIN6 prolif -6, TIM10 inh 4, GRIN3A LBD mod 7, tim23-1 inh 7, tim10-1 inh 7 and APJ antag 48*.
`CCn1c(=O)cc(SCC(=O)N2CCN(Cc3ccc4c(c3)OCO4)CC2)c2ccccc21` gave APJ agonist -1, MPTP inh -0.8, NALP3 yeast inh -11, MIN6 prolif -1, TIM10 inh 20, GRIN3A LBD mod -3, tim23-1 inh 0, tim10-1 inh 12 and APJ antag -6.
`Cn1c2c(c(=O)n(C)c1=O)C(CC(=O)Nc1ccccc1F)C(=O)N2` (stereo unspecified) gave APJ agonist -5, MPTP inh 2.4, NALP3 yeast inh 10, MIN6 prolif -2, TIM10 inh -6, GRIN3A LBD mod 1, tim23-1 inh -7, tim10-1 inh -6 and APJ antag 22.
For CCCCCCC(C)n1[nH]c(=O)c2c(C)cc(C)nc21 (stereo unspecified) the results were APJ agonist -2, MPTP inh 4.1, NALP3 yeast inh 18, MIN6 prolif -1, TIM10 inh 6, GRIN3A LBD mod 0, tim23-1 inh 28, tim10-1 inh 3 and APJ antag -11.
Screening CCCCOc1ccc(C(=O)O)cc1 returned APJ agonist -4, MPTP inh -0.4, NALP3 yeast inh 45, MIN6 prolif -4, TIM10 inh 6, GRIN3A LBD mod -2, tim23-1 inh 8, tim10-1 inh 7 and APJ antag -20.
COc1ccccc1N1CCN(C2CCCN(C(=O)c3cc(C4CC4)on3)C2)CC1 (stereo unspecified) was read as APJ agonist -5, MPTP inh -2.8, NALP3 yeast inh 16, MIN6 prolif -4, TIM10 inh -9, GRIN3A LBD mod -2, tim23-1 inh 10, tim10-1 inh 23 and APJ antag 8.
Cc1cc(C)nc(SCc2cc(=O)c(OC(=O)c3cccc([N+](=O)[O-])c3)co2)n1 was read as APJ agonist 12, MPTP inh -3.2, NALP3 yeast inh 28, MIN6 prolif -4, TIM10 inh 13, GRIN3A LBD mod -2, tim23-1 inh 30, tim10-1 inh 12 and APJ antag 0.
CCCCc1cc(=O)oc2cc(OCc3cc(OC)c(OC)c(OC)c3)c(Cl)cc12 was read as APJ agonist -1, MPTP inh 88*, NALP3 yeast inh -9, MIN6 prolif 0, TIM10 inh 22, GRIN3A LBD mod 1, tim23-1 inh 3, tim10-1 inh 8 and APJ antag -7.
Screening COc1ccc(F)cc1S(=O)(=O)Nc1ccc2c(c1)OCCO2 returned APJ agonist -2, MPTP inh -0.9, NALP3 yeast inh 14, MIN6 prolif -3, TIM10 inh 11, GRIN3A LBD mod 0, tim23-1 inh 6, tim10-1 inh 8 and APJ antag -13.
For COC(=O)c1[nH]c2ccc(Cl)cc2c1NC(=O)CCN1CCN(C2CCCCC2)CC1 the results were APJ agonist -3, MPTP inh -0.6, NALP3 yeast inh 11, MIN6 prolif -3, TIM10 inh 0, GRIN3A LBD mod 0, tim23-1 inh -11, tim10-1 inh 7 and APJ antag -6.
Screening COCCCNC(=O)CN1C(=O)COc2ccc(S(=O)(=O)N3CCCCCC3)cc21 returned APJ agonist -4, MPTP inh 0.0, NALP3 yeast inh 4, MIN6 prolif 1, TIM10 inh 6, GRIN3A LBD mod 2, tim23-1 inh 11, tim10-1 inh 22 and APJ antag 10.
CCOP(=O)(Cc1ccc(C(C)(C)CC(C)=O)o1)OCC was read as APJ agonist 1, MPTP inh 1.7, NALP3 yeast inh 7, MIN6 prolif -1, TIM10 inh -14, GRIN3A LBD mod 0, tim23-1 inh 12, tim10-1 inh -5 and APJ antag -20.
`Cc1ccc(NC(=O)COC(=O)Cn2nc(-c3ccc(F)cc3)oc2=O)cc1C` gave APJ agonist 0, MPTP inh 12, NALP3 yeast inh -2, MIN6 prolif -4, TIM10 inh -8, GRIN3A LBD mod -1, tim23-1 inh 14, tim10-1 inh 6 and APJ antag 4.
For COCCCNC(=S)N(Cc1ccccc1)Cc1nc2ccccc2c(=O)[nH]1 the results were APJ agonist 2, MPTP inh 2.1, NALP3 yeast inh 3, MIN6 prolif -1, TIM10 inh 17, GRIN3A LBD mod -7, tim23-1 inh 10, tim10-1 inh 19 and APJ antag 12.
For CC(C)C(=O)NNS(=O)(=O)c1ccccc1 the results were APJ agonist -3, MPTP inh 0.6, NALP3 yeast inh 4, MIN6 prolif -2, TIM10 inh -12, GRIN3A LBD mod -1, tim23-1 inh 0, tim10-1 inh 0 and APJ antag 16.

Grouped by structure: the entries above with bromine.
Screening CC(OC(=O)c1cc(Br)ccc1O)C(=O)NC1(C#N)CCCCC1 (stereo unspecified) returned APJ agonist 4, MPTP inh 4.0, NALP3 yeast inh 10, MIN6 prolif 3, TIM10 inh 2, GRIN3A LBD mod -3, tim23-1 inh 2, tim10-1 inh 11 and APJ antag 17.
For CCOC(=O)c1c(NC(=S)NNS(=O)(=O)c2ccc(Br)cc2)sc2c1CCCCC2 the results were APJ agonist 2, MPTP inh 48, NALP3 yeast inh 28, MIN6 prolif -7, TIM10 inh 39, GRIN3A LBD mod -9, tim23-1 inh 25, tim10-1 inh 37 and APJ antag -19.

Entries shown so far containing a cyano group, in the order listed:
Screening CC(OC(=O)c1cc(Br)ccc1O)C(=O)NC1(C#N)CCCCC1 (stereo unspecified) returned APJ agonist 4, MPTP inh 4.0, NALP3 yeast inh 10, MIN6 prolif 3, TIM10 inh 2, GRIN3A LBD mod -3, tim23-1 inh 2, tim10-1 inh 11 and APJ antag 17.
`C/C(N)=C(/C#N)C(=O)COC(=O)CC12CC3CC(CC(C3)C1)C2` gave APJ agonist 4, MPTP inh -1.3, NALP3 yeast inh -4, MIN6 prolif -2, TIM10 inh 37, GRIN3A LBD mod -2, tim23-1 inh 10, tim10-1 inh 36 and APJ antag -6.
`COc1ccc(-n2c(=O)/c(=C\c3cccs3)s/c2=C(/C#N)C(=O)N2CCN(C)CC2)cc1` gave APJ agonist 3, MPTP inh -0.6, NALP3 yeast inh 9, MIN6 prolif -4, TIM10 inh 15, GRIN3A LBD mod -1, tim23-1 inh -5, tim10-1 inh 17 and APJ antag 8.
N#C/C(=N\Nc1ccc(S(=O)(=O)N2CCCCCC2)cc1)C(N)=S was read as APJ agonist -7, MPTP inh 96*, NALP3 yeast inh 11, MIN6 prolif -6, TIM10 inh 4, GRIN3A LBD mod 7, tim23-1 inh 7, tim10-1 inh 7 and APJ antag 48*.
